# Screens as filed in PubChem.
# M4 ag: agonists of human muscarinic M4 receptor (CHRM4) | CHO-K1 hM4/Gqi5, Fluo-8 calcium fluorescence; vehicle 0%, full acetylcholine response 100% | activation, % at 3 µM | 360,000 tested, 0.14% active;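 active = activation above the run mean over all test wells plus 3 SD, cut at about 32% in these data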;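 also: peak over basal fluorescence ratio per well then scaled between controls; 0% = DMSO wells and 100% = acetylcholine at EC100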
# CRFBP-R2 agonist: agonists of human CRF-binding protein/CRF-R2 receptor complex | HEK293 CRF-R2/CRF-BP, calcium dye fluorescence (FLIPR); percent of saturating CRF peptide response | activation, % at 13.2 µM | 350,000 tested, 0.46% active | AID 588473;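 active = activation of at least 50%, plus an integration ratio under a set limit after plate pattern correction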;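 also: plate controls were neutral control wells without compound for no effect and CRF at EC100 for full effect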
# M5 PAM: positive allosteric modulators of human muscarinic M5 receptor | 360,000 tested, 0.3% active | AID 624038 | CHO-K1 hM5, Fluo-8 calcium, ACh EC20 PAM; 0% = ACh EC20, 100% = ACh EC100 | P08912 | activation, % at 3 µM;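 active = activation above the run cutoff, the mean activation of all test compounds plus 3 SD, cut at about 18% in these data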
# Target sequence (P08912 whole entry, looked up): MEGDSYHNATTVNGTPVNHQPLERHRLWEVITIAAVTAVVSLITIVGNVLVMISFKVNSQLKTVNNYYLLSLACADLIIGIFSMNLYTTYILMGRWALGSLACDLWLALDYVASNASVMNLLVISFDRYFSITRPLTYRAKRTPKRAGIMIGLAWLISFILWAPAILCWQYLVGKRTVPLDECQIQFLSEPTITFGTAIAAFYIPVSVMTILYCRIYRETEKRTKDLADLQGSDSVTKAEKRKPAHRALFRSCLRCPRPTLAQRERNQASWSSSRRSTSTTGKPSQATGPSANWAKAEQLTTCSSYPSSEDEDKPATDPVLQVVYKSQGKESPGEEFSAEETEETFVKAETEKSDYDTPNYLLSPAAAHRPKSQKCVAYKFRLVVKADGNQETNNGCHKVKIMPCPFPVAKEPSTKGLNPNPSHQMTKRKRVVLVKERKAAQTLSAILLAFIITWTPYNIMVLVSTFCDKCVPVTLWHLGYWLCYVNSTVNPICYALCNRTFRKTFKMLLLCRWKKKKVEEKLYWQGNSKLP
#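 system = human M5 receptor in CHO-K1 cells | compound = one concentration, 3 µM final (nominal) | schedule = Post-acetylcholine fluorescence recording 140 s | signal = Fluo-8 calcium dye fluorescence, kinetic read | benchmarks = low control EC20 acetylcholine (0%), high control EC100 acetylcholine (100%) | repeats = singlicate, one well per test compound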
# M5 antag: antagonists of human muscarinic M5 receptor (CHRM5); CHO-hM5 cells, Fluo-8 calcium fluorescence, ACh EC80; P08912; inhibition, % at 3 µM; AID 624040; 360,000 tested, 0.59% active;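 active = inhibition above a per-plate cutoff, the mean of that plate's test compounds plus 3 SD, cut at about 27% in these data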;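 also: 0% = acetylcholine EC80 with DMSO and 100% = DMSO without agonist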
# M4 PAM: CHRM4 positive allosteric modulation; P08173; CHO-K1 hM4/Gqi5, Fluo-8 calcium fluorescence, ACh EC20; 0% = ACh EC20, 100% = maximal ACh; activation, % at 3 µM; 360,000 tested, 0.4% active;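 active = activation above its plate's cutoff, the mean activation of sample wells plus 3 SD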; also: some results filed as inactive read as strong as hits
# CHRM5 agonist: CHRM5 agonism in calcium assay; P08912; CHO-K1 hM5 cells, Fluo-8 calcium fluorescence; 0% DMSO wells, 100% maximal acetylcholine response; activation, % at 3 µM; 360,000 tested, 0.19% active;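 active = activation above the run's mean over test compounds plus 3 SD, cut at about 23% in these data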;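 also: signal is peak over basal fluorescence ratio across the kinetic read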
# CHRM4 antagonist: blocks acetylcholine activation of human M4 receptor | P08173 | CHO-hM4 cells, ACh EC80, Fluo-8 calcium fluorescence | 360,000 tested, 0.73% active | AID 624125 | inhibition, % at 3 µM;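 active = inhibition above its plate's cutoff, the mean inhibition of sample wells plus 3 SD, cut at about 27% in these data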;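 also: 0% = acetylcholine EC80 with DMSO and 100% = DMSO without agonist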
# CRFR2-BP antag: antagonists of CRF-binding protein/CRF-R2 receptor complex | HEK293 CRF-R2/CRF-BP, CRF-induced calcium fluorescence | inhibition, % at 11.8 µM | 350,000 tested, 0.59% active;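 active = inhibition of the ligand-induced calcium signal above about 50% at the single tested concentration, limit read from the data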
# M1 PAM: potentiates human M1 receptor response to acetylcholine | 360,000 tested, 0.088% active | AID 588819 | P11229 | CHO-K1 hM1, Fluo-8 calcium fluorescence, ACh EC20; 0% = ACh EC20, 100% = maximal ACh | activation, % at 3 µM; in the data active = activation above about 19%, passing the limit was not always enough
# Target sequence (P11229 whole entry, looked up): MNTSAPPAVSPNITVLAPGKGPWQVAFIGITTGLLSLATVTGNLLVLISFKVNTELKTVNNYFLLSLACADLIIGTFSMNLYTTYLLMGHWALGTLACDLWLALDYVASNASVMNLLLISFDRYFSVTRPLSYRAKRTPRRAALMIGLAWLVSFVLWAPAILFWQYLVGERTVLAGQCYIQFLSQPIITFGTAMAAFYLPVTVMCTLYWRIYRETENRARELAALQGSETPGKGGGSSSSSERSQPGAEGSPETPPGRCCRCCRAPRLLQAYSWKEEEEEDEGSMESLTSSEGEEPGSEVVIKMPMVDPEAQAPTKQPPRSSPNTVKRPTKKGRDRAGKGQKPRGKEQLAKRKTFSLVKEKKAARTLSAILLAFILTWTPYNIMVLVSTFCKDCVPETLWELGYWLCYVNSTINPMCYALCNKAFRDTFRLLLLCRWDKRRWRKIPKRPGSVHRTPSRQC
# * marks the source's active call; other numbers are inactive results; · = not tested or not shown.
1	Cc1c(Nc2c3ccccc3nc3ccccc23)c(=O)n(-c2ccccc2)n1C
2	O=C(NNC(=O)c1ccc(Oc2cc(Cl)cc(Cl)c2)o1)c1ccccc1
3	O=C(OCc1nc2ccccc2s1)c1ccco1
4	Cc1cc(C)n2c(Nc3c(C)cccc3C)c(-c3cccnc3)nc2n1
5	Cc1cc(=O)oc2c(C)c(OC(C)C(=O)N3CC[C@@]4(O)CCCC[C@H]4C3)ccc12 (stereo partly specified)
6	Oc1ccc(C[C@H]2CNC(=S)N2CC2CCCN2C[C@H](Cc2ccc(O)cc2)N2C[C@H](Cc3ccccc3)N(CC3CCCCCC3)C2=S)cc1 (stereo partly specified)
7	C=CCc1cccc(CNc2c(C)cc(C)cc2C)c1O
8	COc1ccc(Nc2ccc(N3C(=O)CC(C)C3=O)cc2[N+](=O)[O-])cn1 (stereo unspecified)
9	Cc1cccn2c(=O)c3cc(C(=O)NC(C)C)c(=N)n(Cc4ccncc4)c3nc12
10	CC(C)c1nc(N2CCOCC2)c(C#N)c2c1COC(C)(C)C2
Screen / compound no.	1	2	3	4	5	6	7	8	9	10
M4 ag	5	11	2	1	1	-1	1	1	-2	3
CRFBP-R2 agonist	-1.4	1.3	-0.4	·	0.2	-1.5	0.2	0.5	-1.8	1.6
M5 PAM	-3	-8	1	-4	1	1	-4	3	5	-8
M5 antag	6	12	8	-3	3	3	8	-3	-8	4
M4 PAM	-6	-21	1	2	2	-4	-5	-3	2	3
CHRM5 agonist	2	2	-2	1	3	2	-1	2	-4	-2
CHRM4 antagonist	3	5	-7	7	2	-3	0	-3	3	-3
CRFR2-BP antag	20	-2	4	·	0	15	-8	4	0	-4
M1 PAM	10	-2	11	·	6	16	10	5	9	2

11	CCN(Cc1ccccc1)C(=O)Cn1cnc2c1c(=O)n(C)c(=O)n2C
12	CC1CC(C)CN(C(=O)COC(=O)Cc2ccc(Cl)cc2)C1 (stereo unspecified)
13	N#Cc1c(SCC(=O)Nc2nccs2)nc2c(c1-c1ccco1)CCCC2
14	Cc1nnc(SCC(=O)Nc2ncc3c(n2)CC(C)(C)CC3=O)s1
15	Cn1c(CN2CCCC2)nc2cc(NC(=O)Nc3ccccc3)ccc21
16	CCOC(=O)C1=C(CC)OC(N)=C(C#N)C1c1ccsc1 (stereo unspecified)
17	Oc1ccc(Nc2nc(-c3ccc4ccccc4c3)cs2)cc1
18	CCCCCCCCCCCCCCCC(O)C[N+](C)(C)CCO (stereo unspecified)
19	O=C(Cc1ccccc1)NC(=S)Nc1cc(C(F)(F)F)ccc1Cl
20	COc1cccc(NC(=O)[C@@H]2CCCN2C(=O)[C@@H]2Cc3ccccc3CN2C(=O)OC(C)(C)C)c1
Screen / compound no.	11	12	13	14	15	16	17	18	19	20
M4 ag	1	1	1	1	-2	0	1	2	1	0
CRFBP-R2 agonist	2.1	-2.4	2.6	1.4	0.0	1.7	·	9.9	29	-1.1
M5 PAM	0	9	7	6	1	0	11	-34	2	-3
M5 antag	-2	-9	0	7	2	4	-9	25	-6	1
M4 PAM	6	3	0	13	-2	12	3	-9	-7	3
CHRM5 agonist	-1	-2	-2	-2	0	-2	11	-11	-2	-4
CHRM4 antagonist	-3	-25	-2	5	12	4	10	12	16	-4
CRFR2-BP antag	11	10	11	-9	14	-5	·	14	-66	10
M1 PAM	6	24	-1	-4	-5	11	9	-17	-7	6

# A different layout for some results above.
No. | molecule | M4 ag | CRFBP-R2 agonist | M5 PAM | M5 antag | M4 PAM | CHRM5 agonist | CHRM4 antagonist | CRFR2-BP antag | M1 PAM
12 | CC1CC(C)CN(C(=O)COC(=O)Cc2ccc(Cl)cc2)C1 (stereo unspecified) | 1 | -2.4 | 9 | -9 | 3 | -2 | -25 | 10 | 24
13 | N#Cc1c(SCC(=O)Nc2nccs2)nc2c(c1-c1ccco1)CCCC2 | 1 | 2.6 | 7 | 0 | 0 | -2 | -2 | 11 | -1
14 | Cc1nnc(SCC(=O)Nc2ncc3c(n2)CC(C)(C)CC3=O)s1 | 1 | 1.4 | 6 | 7 | 13 | -2 | 5 | -9 | -4
15 | Cn1c(CN2CCCC2)nc2cc(NC(=O)Nc3ccccc3)ccc21 | -2 | 0.0 | 1 | 2 | -2 | 0 | 12 | 14 | -5
16 | CCOC(=O)C1=C(CC)OC(N)=C(C#N)C1c1ccsc1 (stereo unspecified) | 0 | 1.7 | 0 | 4 | 12 | -2 | 4 | -5 | 11
17 | Oc1ccc(Nc2nc(-c3ccc4ccccc4c3)cs2)cc1 | 1 | · | 11 | -9 | 3 | 11 | 10 | · | 9
18 | CCCCCCCCCCCCCCCC(O)C[N+](C)(C)CCO (stereo unspecified) | 2 | 9.9 | -34 | 25 | -9 | -11 | 12 | 14 | -17
19 | O=C(Cc1ccccc1)NC(=S)Nc1cc(C(F)(F)F)ccc1Cl | 1 | 29 | 2 | -6 | -7 | -2 | 16 | -66 | -7
20 | COc1cccc(NC(=O)[C@@H]2CCCN2C(=O)[C@@H]2Cc3ccccc3CN2C(=O)OC(C)(C)C)c1 | 0 | -1.1 | -3 | 1 | 3 | -4 | -4 | 10 | 6

# (next part)
21	COc1ccc(C(c2oc(CO)cc(=O)c2O)c2oc(CO)cc(=O)c2O)cc1OC
22	COc1ccccc1N1C(=O)CC1(C#N)c1ccc(OCc2ccccc2)cc1 (stereo unspecified)
23	CC(=NNC(=O)COc1cccc(C)c1)c1cccnc1
24	COc1cccc(CN(C)CC(=O)Nc2sc3c(c2C#N)CCC3)c1OC
25	Cc1cc(C)c[n+](CC(=O)c2ccc(C)c([N+](=O)[O-])c2)c1
26	Cc1c(C=O)c2cc(OCc3ccccc3)ccc2n1C
27	O=C(OCC(=O)N1CCN(C(=O)COC(=O)c2ccc(O)cc2O)CC1)c1ccc(O)cc1O
28	CC(NC(=O)COc1ccc(/C=N/NS(=O)(=O)c2ccccc2)cc1)c1ccccc1 (stereo unspecified)
29	COc1ccc(-c2nnn(CC(=O)Nc3sc4c(c3C#N)CCCC4)n2)cc1
30	Cc1ccccc1NS(=O)(=O)c1ccc(C(=O)N2CCCCCCC2)cc1
Screen / compound no.	21	22	23	24	25	26	27	28	29	30
M4 ag	2	4	1	5	0	2	0	2	0	12
CRFBP-R2 agonist	1.9	2.2	-0.4	-0.5	-0.6	-0.1	0.7	6.9	0.4	16
M5 PAM	-1	-11	2	-1	5	0	6	-2	0	-9
M5 antag	5	11	-3	4	9	7	-9	3	4	9
M4 PAM	4	-23	8	4	-3	-2	5	-4	2	-2
CHRM5 agonist	-4	0	-1	1	-1	3	-1	-2	0	12
CHRM4 antagonist	11	17	-1	5	6	7	-7	4	-4	9
CRFR2-BP antag	-3	17	-2	10	4	6	-4	-11	1	-21
M1 PAM	-2	1	8	9	-5	19	8	2	11	1

31	CC(/C=N/NC(=O)Cn1cnc2ccccc21)=C\c1ccccc1
32	Cc1c(N=Cc2ccco2)c(=O)n(-c2ccccc2)n1C
33	CC(C)C1OC(CCc2ccccc2)Cc2[nH][nH]c(=O)c21 (stereo unspecified)
34	Cc1c[n+]([O-])cc(C)c1Oc1ccccc1
35	CC(C)NC(=S)N1CCCN(c2ncccc2[N+](=O)[O-])CC1
36	COC(=O)C1CCCCN1C(=O)c1cc(COc2cccc3cnccc23)on1 (stereo unspecified)
37	COc1cccc2cc(-c3ccccc3)c(=O)oc12
38	CC(C)(C)OC(=O)N1CCCC(C(=O)Nc2ccc(C(=O)NC3CC3)cc2)C1 (stereo unspecified)
39	CS(=O)(=O)NCCC1=CCCCC1
40	COc1ccc2c(c1)-c1nc(NC(=O)c3cccs3)sc1CC2
Screen / compound no.	31	32	33	34	35	36	37	38	39	40
M4 ag	1	0	0	6	1	20	1	7	0	2
CRFBP-R2 agonist	-4.2	0.9	·	-0.2	-0.5	·	13	-0.2	0.0	0.1
M5 PAM	-9	3	-2	2	-2	-24	-4	2	1	3
M5 antag	13	-1	-2	9	12	21	-9	-9	-2	-4
M4 PAM	-8	13	8	-1	-2	-10	-6	6	-1	-2
CHRM5 agonist	-2	-2	-1	-2	-2	8	0	1	2	10
CHRM4 antagonist	5	-5	-4	-10	9	16	3	-22	1	10
CRFR2-BP antag	5	-6	·	6	-3	·	-4	0	-9	35
M1 PAM	2	10	·	5	-3	-15	5	10	3	-6

41	COc1ccc(NCC(=O)Nc2ccccc2C#N)cc1Cl
42	C[C@@H]1CN([C@H](C)CO)S(=O)(=O)c2ccc(C#Cc3cccc(F)c3)cc2O[C@@H]1CN(C)C(=O)CN1CCOCC1
43	COc1ccc(NC(=O)c2ccc(S(=O)(=O)C(F)F)cc2)c(OC)c1
44	O=Cc1c(Cl)[nH]c(=O)n1-c1ccccc1
45	Nc1ccc(S(=O)(=O)c2ccccc2)nc1
46	O=C(c1cccc(F)c1)N1CCCc2ccccc21
47	COCCn1c(=S)[nH]c2cc(C(=O)N3CCN(c4ccc(F)cc4)CC3)ccc2c1=O
48	COc1ccc(Cl)cc1NC(=O)CN(C)CC(=O)Nc1ccccc1C(F)(F)F
49	COc1ccc(C2(C(=O)N3CCOCC3)CCOCC2)cc1OC
50	Cc1ccc(NC(=O)Cn2ncn3c(cc4ccccc43)c2=O)cc1F
Screen / compound no.	41	42	43	44	45	46	47	48	49	50
M4 ag	1	13	2	4	0	-1	0	11	0	1
CRFBP-R2 agonist	-1.7	1.7	0.1	0.3	-1.4	1.3	0.0	-2.9	-0.9	-1.1
M5 PAM	-10	-2	11	5	-3	-3	7	-3	3	1
M5 antag	13	0	-9	1	8	19	-3	8	1	-3
M4 PAM	-10	-10	-3	0	-3	0	4	-2	7	4
CHRM5 agonist	-2	1	-2	0	-1	-4	1	-3	0	2
CHRM4 antagonist	8	-4	3	-4	8	9	0	-5	-5	3
CRFR2-BP antag	-4	6	2	-1	-2	0	-11	-2	-19	60*
M1 PAM	4	-8	2	12	5	6	6	5	11	0

51	CC(=O)Nc1ccc(-c2csc(Nc3ccccn3)n2)cc1
52	Cc1c(C(=O)N2CCN(C/C=C/c3ccccc3)CC2)oc2c(F)cccc12
53	COc1ccc(/C=C/c2nc(C)c(-c3ccccc3)c(=O)[nH]2)cc1OC
54	NC(=O)c1ccccc1NC(=O)/C=C/c1cccc(Cl)c1
55	O=C(OCCN1CCOCC1)c1ccccc1Cl
56	COc1ccc(/C=C(\NC(=O)c2cccs2)C(=O)NC(C)(C)C)cc1OC
57	COc1ccc(CN2CCCCC2C(=O)Nc2ccc(OC)c(OCC(C)C)c2)cc1OC (stereo unspecified)
58	OCCN1CCN(CC#CCn2c3ccccc3c3ccccc32)CC1
59	O=C(Nc1nc2c(s1)CCCC2)C1COc2ccccc2O1 (stereo unspecified)
Screen / compound no.	51	52	53	54	55	56	57	58	59
M4 ag	2	3	1	2	1	1	0	4	2
CRFBP-R2 agonist	-0.8	0.7	0.1	2.1	-0.7	0.8	-3.0	-1.1	-3.9
M5 PAM	-6	3	-2	-3	-4	-3	4	-15	0
M5 antag	2	17	-3	3	16	12	-8	7	-1
M4 PAM	-7	-3	9	-3	-7	5	0	2	3
CHRM5 agonist	3	0	0	-4	0	-1	1	-6	-2
CHRM4 antagonist	4	15	2	6	-10	-9	8	-4	-6
CRFR2-BP antag	2	16	-5	32	4	3	29	8	25
M1 PAM	5	1	9	6	17	4	1	5	2
